Assay outcomes as filed in PubChem.
FLuc counter = qHTS profiling assay for firefly luciferase inhibitor/activator using purifed enzyme and Km concentrations of substrates (counterscreen for miR-21 project); Luciferin 4-monooxygenase (Photinus pyralis), P08659; purified FLuc, Km substrates, luminescence inhibition; Potency, µM (titrated, usually from 57.5 µM), for the others: at the top dose activity change, negative = inhibition, most hits filed as inhibitors; 360,000 tested, 6.9% active; AID 588342, 2011; active = well fitted inhibition curve with a large enough effect; inconclusive = small, poorly fitted or top-dose-only effect;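 also: plate controls were vehicle for no effect and reference inhibitor for full effect; nearly all actives have a fitted effect of over 55% in size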
Target sequence (P08659 whole entry, looked up): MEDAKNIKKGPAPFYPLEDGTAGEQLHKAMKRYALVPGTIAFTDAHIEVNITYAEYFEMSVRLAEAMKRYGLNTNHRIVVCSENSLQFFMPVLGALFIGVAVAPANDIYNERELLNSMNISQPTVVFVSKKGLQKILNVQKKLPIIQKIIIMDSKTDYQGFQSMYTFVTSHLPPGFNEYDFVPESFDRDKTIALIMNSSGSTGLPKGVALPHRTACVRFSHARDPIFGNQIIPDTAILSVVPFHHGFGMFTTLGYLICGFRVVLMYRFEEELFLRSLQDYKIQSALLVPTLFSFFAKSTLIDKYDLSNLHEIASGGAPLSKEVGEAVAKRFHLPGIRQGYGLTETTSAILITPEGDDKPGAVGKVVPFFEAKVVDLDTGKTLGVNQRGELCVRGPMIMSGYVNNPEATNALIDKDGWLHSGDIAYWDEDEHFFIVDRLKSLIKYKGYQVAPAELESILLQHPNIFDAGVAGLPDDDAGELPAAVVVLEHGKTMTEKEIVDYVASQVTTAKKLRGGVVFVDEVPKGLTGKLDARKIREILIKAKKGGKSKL
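Biochemical qHTS of compounds, final roughly 60 µM downward over six points, against 10 nM purified firefly luciferase using Km concentrations of substrates (10 uM D-luciferin, 10 uM ATP) in Tris acetate pH 7.5 buffer; luminescence output.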
* = called active by the depositor; ? = inconclusive. Potency is read from the fitted curve at half-maximal effect. Some of the compounds tested. The share of hits here may be higher or lower than overall.

SMILES	FLuc counter
CCn1c(=O)c2cc(C(=O)NCCCN3CCC(C)CC3)sc2c2ccccc21	-5.4%
Cc1cccc(S(=O)(=O)c2cn(Cc3ccccc3)c3cc(N4CCCC(C)C4)c(F)cc3c2=O)c1 (centres undefined)	-8.9%
Cc1cc(C)n(CC(=O)Nc2ccc(F)c(F)c2)c(=O)c1C#N	-1.7%
CC1CN(C(=O)N2CCC(C(=O)NCc3cccs3)CC2)c2ccccc2O1 (centres undefined)	1.9µM*
Cc1ccc2c(=O)cc(C(=O)Nc3ccc(S(=O)(=O)N4CCCCC4)cc3)oc2c1	-5.0%
CCCc1nn2c(=O)cc(COC(=O)c3cccs3)nc2s1	26.9µM*
Cc1ccc2c(Sc3ccc(Cl)cc3)c(C(=O)N3CCC(C)CC3)[nH]c2c1	-0.6%
CCOC(=O)c1c(S(=O)(=O)N2CCCC(C(=O)N3CCN(c4cc(C)ccc4C)CC3)C2)c(C)n(C)c1C (centres undefined)	0.4%
CCCCNC(=O)c1ccc2c(=O)n(Cc3ccc(OC)cc3)c(=O)[nH]c2c1	0.0%
CN(C(=O)CSc1nc2ccc(NC(=O)c3ccc(F)cc3)cc2s1)c1ccccc1	?
CC(=O)c1ccc(S(=O)(=O)Nc2cccc(-c3ccc(N4CCCCC4)nn3)c2)cc1	1.51µM*
CCOc1ccccc1NC(=O)Cn1c(=O)n(-c2ccc(C)cc2)c(=O)c2c1cnn2C	-1.6%
Cc1onc(-c2ccccc2Cl)c1C(=O)Oc1ccccc1F	-13.2%
C#CC(C)(CC)NC(=O)c1cc2c(n(-c3ccc(Cl)cc3)c1=O)CC(C)(C)CC2=O (centres undefined)	-8.3%
Cc1ccc(NC(=O)c2cc(-c3ccc(Br)s3)nc3ccccc23)cc1F	-1.8%

Looked up by structure from above (two):
SMILES	FLuc counter
CCOC(=O)c1c(S(=O)(=O)N2CCCC(C(=O)N3CCN(c4cc(C)ccc4C)CC3)C2)c(C)n(C)c1C (centres undefined)	0.4%
C#CC(C)(CC)NC(=O)c1cc2c(n(-c3ccc(Cl)cc3)c1=O)CC(C)(C)CC2=O (centres undefined)	-8.3%

Remaining list, next part.
SMILES	FLuc counter
COc1ccc(CCn2cc3c(c2-c2ccc(Br)cc2)c(=O)n(C)c(=O)n3C)cc1OC	-4.9%
COC(=O)c1ccccc1NC(=O)c1c(NC(=O)c2ccco2)sc2c1CCC(C(C)(C)C)C2 (centres undefined)	0.9%
Cc1cc(C)cc(NC(=O)Cn2c(=O)oc3cc(S(=O)(=O)N4CCCC4)ccc32)c1	-3.6%
O=C(NCC(c1cccnc1)N1CCc2ccccc2C1)C(=O)Nc1ccc(Cl)cc1 (centres undefined)	-15.6%
COc1ccc(-c2ccc(NS(=O)(=O)c3cc(C)c(C)cc3C)cc2)nn1	?
Cc1ccc(N(Cc2cccs2)C(=O)Nc2cccc(Cl)c2)cc1	-9.9%
Cn1c(=O)n(CCCc2ccccc2)c(=O)c2c1nc1n2CCN1c1ccccc1	?
CCOc1ccc(/C=C/C(=O)Nc2sc3c(c2C(=O)OC)C(C(=O)OC)CC3)cc1 (centres undefined)	?
Cc1ccc(NC(=O)C(=O)NCC(c2ccc3c(c2)OCO3)N2CCN(C)CC2)cc1C (centres undefined)	0.1%
CC1Cn2c(C(=O)NCc3cccc(Br)c3)cc3cccc(c32)S1 (centres undefined)	6.3%
CCn1c(CN2CCCCC2)nc2cc(NC(=O)COc3ccc([N+](=O)[O-])cc3)ccc21	-9.6%
CCS(=O)(=O)c1oc(-c2ccc(F)cc2)nc1S(=O)(=O)c1ccc(Br)cc1	-3.1%
CCOc1ccc(CC(=O)Nc2c(C(=O)c3ccc(F)cc3)oc3ccc(Cl)cc23)cc1OCC	-1.7%
COc1ccc(-c2ccc3c(N)c(C(=O)Nc4ccc(C)cc4C)sc3n2)cc1OC	-2.1%
COc1ccc(NC(=O)CC2C(=O)N(c3cccc(OC)c3)C(=O)N2CCC2=CCCCC2)cc1 (centres undefined)	1.7%
CCOc1ccc(CNC(=O)C2CCN(c3nnc(-n4c(C)ccc4C)s3)CC2)cc1	-11.3%
O=C(Nc1nc2c(F)cccc2s1)c1ccc(S(=O)(=O)N2CCOCC2)cc1	0.5%
CC(C)c1nc2n(n1)C1(CCCCC1)[C@@H]1CCCC[C@@H]1N2	3.5%
O=S(=O)(c1ccc(Cl)cc1)c1nnn2c1nc(NC1CCCC1)c1sccc12	-14.4%
CN(c1ccccc1)c1ncnc2c1cnn2C	-2.0%
Cc1ccc2nc(N(Cc3cccnc3)C(=O)CCc3ccccc3)sc2c1	2.8%
CCSc1nc2c(c(=O)[nH]c(=O)n2C)n1CC(O)COc1ccc(Cl)cc1 (centres undefined)	0.4%
CC(C)NC(=O)Cn1nc(N2CCN(c3ccccc3)CC2)ccc1=O	-1.9%
COc1ccc(Cl)cc1NC(=O)Nc1c[nH]c(=O)[nH]c1=O	-1.5%
O=C(NCc1ccccc1Cl)c1ccc(Cn2c(=O)c3cccn3c3cccnc32)cc1	-6.8%
O=C(NCCc1ccccc1)c1ccc2nc(N3CCCCC3)sc2c1	?
Cc1ccc2scc(N3CCCCC3C)c(=O)c2c1 (centres undefined)	0.953µM*
Cc1cc(NC(=O)n2ncc3c(C)cccc32)ccc1Br	-1.7%
Cc1cccc(N2C(=O)C(CC(=O)Nc3ccc(F)cc3)N(C3CCCC3)C2=O)c1 (centres undefined)	-1.3%
Cn1c(CNC(=O)CSc2n[nH]c(-c3ccccc3Cl)n2)nc2ccccc21	?
COc1ccc2c(CNCc3ccco3)c(C(=O)O)n(Cc3cccc(F)c3)c2c1	-15.9%
COc1ccccc1-c1noc(-c2ccc(N3CCOCC3)c([N+](=O)[O-])c2)n1	?
CCOc1ccc(CCNC(=O)C2CCC(CNS(=O)(=O)c3ccc(Cl)cc3)CC2)cc1OCC (centres undefined)	-8.3%
Cc1ccc(C)c(S(=O)(=O)c2cn(C)c3cc(N4CCCCC4C)c(F)cc3c2=O)c1 (centres undefined)	0.6%
CCOc1cc(CNC(=O)CN2CCSc3ccccc32)cc(OCC)c1OCC	0.6%
CCc1ccc(C(=O)CSc2nc(-c3ccccc3)nc3c2CCCC3)cc1	7.0%
Cc1cc2oc(=O)cc(C)c2c2occ(-c3ccc(Cl)cc3)c12	-2.0%
CCc1ccccc1NC(=O)CSc1nc2c(oc3ccccc32)c(=O)n1-c1ccccc1	-0.3%
COc1ccc(C2C(=O)N(C3CCC(C)CC3)CC(=O)N2C2CCCCC2)cc1OC (centres undefined)	4.2%
Cc1cccc(OCc2nc(C#N)c(NCc3ccccc3Cl)o2)c1	?
Cc1ccc2c(c1)c(=O)c1ccccc1n2CCCC(=O)Nc1c(F)cccc1F	-11.3%
O=C(CSc1nccn1Cc1ccc(F)cc1)Nc1ccc2c(c1)OCO2	-14.0%
COc1ccc(CN2CCN(c3ncnc4sc5c(c34)CC(C)CC5)CC2)cc1F (centres undefined)	-2.0%
CN(C(=O)CSc1cn(CC(=O)N2CCCC2)c2ccccc12)c1ccccc1	4.5%
O=C(NC1CCN(Cc2ccccc2)CC1)c1ccc(Cn2c(=O)c3ccccc3n(Cc3ccccc3)c2=O)cc1	-4.6%
CCOc1ccc(CCNC(=O)C2COc3ccccc3C2)cc1OCC (centres undefined)	4.1%
COc1ccc(CNC(=O)CSc2nc3ccsc3c(=O)n2Cc2ccccc2Cl)cc1	-7.1%
Cc1ccc2c(=O)c(C(=O)c3cccc(Cl)c3)cn(CC(=O)NC3CCCCC3)c2n1	-4.7%
Cc1cc(NC(=O)CN2CCC(O)CC2)nc2c1c(=O)oc1ccccc12	3.0%
CCN1CCN(CCCNC(=O)c2ccc3c(c2)sc2nc(-c4ccc(C)cc4)cn23)CC1	-9.0%
O=C(NCCc1ccc(Cl)cc1)c1cnc2sc(N3CCOCC3)nn2c1=O	2.8%
COc1cccc(C(=O)NCC(c2ccc3c(c2)OCO3)N2CCN(C)CC2)c1 (centres undefined)	1.1%
COc1ccc(-c2noc(Cn3c(=O)c4ccccc4n(CC(=O)Nc4cccc(C(F)(F)F)c4)c3=O)n2)cc1	-1.4%
Cc1ccc(C(=O)COC(=O)C(CC(C)C)NC(=O)C2CCC(C)CC2)cc1 (centres undefined)	-11.3%
CCCc1cc(=O)[nH]c(SCc2nc(-c3ccc(OCC)cc3)no2)n1	?
COc1ccc(NS(=O)(=O)c2ccc3c(c2)NC(=O)CCS3)c(OC)c1	1.2%
O=C(Cc1ccc(Cl)cc1)Nc1ccc2oc(-c3ccccc3)nc2c1	0.1%
CCC(C)NC(=O)c1cn(CC)c2ccc(S(=O)(=O)N3CCc4ccccc4C3)cc2c1=O (centres undefined)	2.3%
N#Cc1ccccc1Cn1nnc2c(=O)[nH]c(C3CCCN(S(=O)(=O)c4ccc(F)cc4)C3)nc21 (centres undefined)	-8.1%
CCOC(=O)C1CCN(C(=O)c2ccc(C)c(NC(=O)c3nsc4ccccc34)c2)CC1	-14.1%

An excerpt from above in order of formula weight, highest first.
SMILES	FLuc counter
N#Cc1ccccc1Cn1nnc2c(=O)[nH]c(C3CCCN(S(=O)(=O)c4ccc(F)cc4)C3)nc21 (centres undefined)	-8.1%
COc1ccc(CNC(=O)CSc2nc3ccsc3c(=O)n2Cc2ccccc2Cl)cc1	-7.1%
CCC(C)NC(=O)c1cn(CC)c2ccc(S(=O)(=O)N3CCc4ccccc4C3)cc2c1=O (centres undefined)	2.3%
CCN1CCN(CCCNC(=O)c2ccc3c(c2)sc2nc(-c4ccc(C)cc4)cn23)CC1	-9.0%
O=C(NCCc1ccc(Cl)cc1)c1cnc2sc(N3CCOCC3)nn2c1=O	2.8%
COc1cccc(C(=O)NCC(c2ccc3c(c2)OCO3)N2CCN(C)CC2)c1 (centres undefined)	1.1%
CCCc1cc(=O)[nH]c(SCc2nc(-c3ccc(OCC)cc3)no2)n1	?

(more compounds)
SMILES	FLuc counter
COc1ccc(-c2cc(C(=O)Oc3ccc(Br)cc3)c3ccccc3n2)cc1	?
CC(C)Cn1c(=O)c2ccccc2n2c(CCC(=O)Nc3ccc(F)c(F)c3)nnc12	-1.2%
COc1ccc(-c2nnc(SC(C)C(=O)O)o2)cc1 (centres undefined)	12µM*
COc1ccc(CCNC(=O)Cn2c(=O)nc(-c3ccccc3)c3ccccc32)cc1OC	-7.9%
COc1ccc(CCNC(=O)CSc2nc3ccccc3nc2Cc2ccc(C)cc2)cc1OC	-9.0%
Cc1cccc(Cn2c(=O)n(CCc3ccccc3)c(=O)c3sc4ccccc4c32)c1	-4.7%
COc1ccc(Nc2cc(C)nc(-n3nc(C)cc3C)n2)cc1Cl	-11.9%
COc1ccc(-n2nc(C(=O)N3CCCC(C)C3)c3c4ccccc4n(C)c3c2=O)cc1 (centres undefined)	-6.9%
CCn1cc2c(n1)-c1c(oc(C(=O)Nc3cccc(C)c3C)c1C)CC2	-2.4%
CSc1cccc(-n2nnc(-c3nsc(NC(=O)c4cccs4)n3)c2C)c1	2.69µM*
COC(=O)c1cc2oc3ccccc3c2n1Cc1cccc(C)c1	-2.5%
CCOC(=O)C1(C)C=C(Nc2ccc(C(N)=O)cc2)C(=O)N1c1ccccc1 (centres undefined)	0.1%
CC(=O)N1CCc2cc(CNS(=O)(=O)c3cccs3)ccc21	?
CC(=O)Nc1cccc(-c2nc(-c3ccccc3)no2)c1	2.39µM*
COc1ccc(NC(=O)C(=O)NCCc2sc(-c3ccc(Cl)cc3)nc2C)cc1	-1.3%
CCOC(=O)c1ccc(NC(=O)CN2C(=O)C(C)(C)c3ccccc32)cc1	-8.8%
CCc1ccc(NC(=O)CC2C(=O)N(c3cccc(C)c3)C(=O)N2Cc2ccco2)cc1 (centres undefined)	5.5%
Cc1ccc(OCC(=O)Nc2ccc3c(c2)sc(=O)n3C)cc1	?
CCc1nn(CC(=O)NCCc2ccc(OC)cc2OC)c(=O)c2cc3c(OC)cccc3n12	-3.6%
COc1ccc(Cl)cc1NC(=O)CSc1cn(CC(=O)N2CCCCCC2)c2ccccc12	-17.9%
CCCc1cc(=O)[nH]c(Nc2cc(C)ccc2OC)n1	-1.1%
CC(C)c1ccc(NC(=O)CN2C(=O)CCc3cc(S(=O)(=O)N4CCOCC4)ccc32)cc1	-14.6%
CC(C)NC(=O)c1ccc(Cn2c(SCC(N)=O)nc3ccccc3c2=O)cc1	5.7%
CCCN1C(C(=O)c2ccccc2)=C(OC(=O)c2ccc(F)cc2)c2ccccc2S1(=O)=O	-1.7%
Cc1ccc(CNC(=O)c2cnn(-c3ccc(F)cc3F)c2C2CCN(C(=O)OC(C)(C)C)CC2)cc1	1.3%
CN(C)S(=O)(=O)c1ccc(C(=O)NCCSc2c(-c3ccc(Cl)cc3)[nH]c3ccccc23)cc1	1.4%
CC(C)Cn1c(=O)c2sccc2n2c(CCCC(=O)Nc3ccc(Cl)cc3)nnc12	-6.3%
O=C(Cn1c(=O)n(Cc2ccc3c(c2)OCO3)c(=O)c2oc3ccccc3c21)Nc1ccc(F)cc1	1.2%
Cc1cc(NC(=O)CCNS(=O)(=O)c2cccc3nsnc23)ccc1Br	-12.2%
COc1cc(NC(=O)Cn2c(=O)n(Cc3ccccc3)c(=O)c3oc4ccccc4c32)cc(OC)c1	6.5%
Cc1ccc(/C=C(\C#N)C(=O)Nc2cc(C)ccc2C)cc1	-2.1%
COc1ccc(NC(=O)Cn2c(=O)n(Cc3ccco3)c(=O)c3sc4ccccc4c32)cc1Cl	-2.4%

A few values from the list.
COc1ccc(NC(=O)Cn2c(=O)n(Cc3ccco3)c(=O)c3sc4ccccc4c32)cc1Cl – FLuc counter: -2.4%
Cc1ccc(NC(=O)C(=O)NCC(c2ccc3c(c2)OCO3)N2CCN(C)CC2)cc1C (centres undefined) – FLuc counter: 0.1%
Cc1cc(NC(=O)n2ncc3c(C)cccc32)ccc1Br – FLuc counter: -1.7%
